Assay outcomes: PubChem BioAssay, Southern Research Specialized Biocontainment Screening Center
M. tuberculosis HTS: M. tuberculosis growth inhibition, HTS (AID 449762); inhibition, % at 25 µM; hits with a dose series show IC50 in µM; 330,000 compounds, 0.59% hits; M. tuberculosis H37Rv growth inhibition, 7H9 media; higher % means a stronger effect; in the data active = a potency from the dose series; inconclusive = inhibition above about 70% without an active follow-up result;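 also: bacterial growth assessed after seven days of incubation; strong numbers were not always called active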
VEEV TC-83 Vero: inhibitors of VEEV TC-83 cytopathic effect, confirmation, Vero cells (AID 588727). Vero cells, VEEV TC-83 cytopathic effect inhibition; higher % means a stronger effect. inhibition, % at 20 µM; hits with a dose series show IC50 in µM. 350,000 compounds, 0.13% hits; in the data active = a potency from the dose series; inconclusive = inhibition mostly from about 14% at the one dose, without a potency; inactive = the rest, 99 in 100 with inhibition below about 12%; also: strong numbers were not always called active
Salmonella PhoP GFP: Inhibition of PhoP regulon, Salmonella typhi GFP reporter cells, confirmation, 4 h (AID 1850). 310,000 compounds, 0.33% hits. Salmonella Typhi PhoP-promoter GFP reporter, fluorescence, 4 h; higher % means a stronger effect. one-dose inhibition, % at 50 µM; IC50 in µM for titrated hits; in the data active = a potency from the dose series; inconclusive = inhibition mostly from about 25% at the one dose, without a potency; inactive = the rest, 99 in 100 with inhibition below about 19%;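 also: 0% = induced wells with vehicle and 100% = uninduced wells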
influenza NS1A: NS1A inhibition, H1N1 influenza, cell based functional assay (AID 504329); NS1A functional cell-based assay, percent inhibition; higher % means a stronger effect; inhibition, % at 12.5 µM; hits with a dose series show IC50 in µM; 340,000 compounds, 0.3% hits; in the data active = a potency from the dose series; inconclusive = inhibition above about 27% without an active follow-up result; also: strong numbers were not always called active
M. tuberculosis: growth inhibition of non-replicating M. tuberculosis (AID 488890). Mycobacterium tuberculosis non-replicating, growth inhibition; higher % means a stronger effect. inhibition, % at 25 µM; hits with a dose series show IC50 in µM. 320,000 compounds, 0.39% hits; in the data active = a potency from the dose series; inconclusive = inhibition mostly from about 82% at the one dose, without a potency; inactive = the rest, 99 in 100 with inhibition below about 76%;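 also: plate controls were DMSO cells for no effect and high antibiotic wells for full effect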
VEEV TC-83 Vero 10K pilot screen: second read-out of VEEV TC-83 Vero, no call of its own (marks repeat the call); inhibition, %; measured here: 10K pilot screen inhibition
Numbers without * were called inactive; i = inactive; u = inconclusive; x = not tested or not shown. No enrichment for hits; about 1.5% have a hit in one of these screens.

SMILES | M. tuberculosis HTS | VEEV TC-83 Vero | Salmonella PhoP GFP | influenza NS1A | M. tuberculosis | others
COc1cccc(CC(=O)Nc2ccccc2C(=O)N2CCOCC2)c1 | -11% | i | -5% | 5% | -5%
O=C(O)C1C2CC2CN1C(=O)c1ccc(Cl)cc1Cl (centres undefined) | -1% | 0.3% | 1% | x | -11%
CC1CCN(S(=O)(=O)c2cccc(C(=O)NC3CCCCC3)c2)CC1 | -9% | 3.2% | -10% | 8% | 0%
CCOC(=O)C1=C(C)NC(=O)NC1c1ccc(N(C)C)cc1 (centres undefined) | x | 0.4% | x | 4% | x
CCc1cccc(NS(=O)(=O)c2c(C)[nH]c(=O)[nH]c2=O)c1 | 4% | 0.2% | 10% | 0% | -9%
CC(C)(C)c1nnc(NC(=O)c2ccc3c(c2)OCO3)s1 | 11% | i | 5% | 0% | 24%
CCOc1ccccc1C(=O)NCC(=O)OCCOc1cccc(Cl)c1 | 7% | 3.3% | 5% | -1% | 71%
Cc1ccc(Sc2nc(-c3ccccc3)ccc2C#N)cc1 | -2% | i | -6% | -5% | 4%
CCC(C)(C)n1nnnc1C(C(C)C)N1CCSCC1 (centres undefined) | -8% | 2.1% | -8% | 0% | -13%
CN(Cc1c(C(=O)N/N=C/c2cccs2)nnn1-c1nonc1N)c1ccccc1 | -10% | 1.7% | -3% | -4% | 2%
CCC(CC)C(=O)c1c[nH]c(C(=O)N2CCN(c3ccc(OC)cc3)CC2)c1 | 5% | 0.3% | -8% | 2% | -5%
CC(C)=CCc1c(O)cc2c(c1O)C(=O)CC(c1ccc(O)cc1)O2 (centres undefined) | -7% | u | 10% | 5% | 2%
COc1ccc(C(=O)COC(=O)CNC(=O)c2cccc(OC(F)F)c2)cc1 | 4% | 3.3% | -9% | 7% | -6%
CCOc1ccc(/C=C/C2=NNC(=O)CC2)cc1 | 1% | 0.5% | 7% | 12% | -16%
COc1ccc(NC(=O)CSc2ccc3c4c(cccc24)C(=O)c2ccccc2-3)cc1 | -6% | 3.4% | -17% | -1% | -3%
CC1CCN(CCCn2c(=S)[nH]c3ccc(N4CCOCC4)cc3c2=O)CC1 | -18% | 0.3% | -3% | 3% | 2%
CCc1ccc(/C=C/c2c([N+](=O)[O-])c(=O)n(C)c(=O)n2C)cc1 | 5% | 10% | 7% | -15% | 69%
COc1cc(CCC(=O)NNC(=O)c2ccc(Cl)cc2)cc(OC)c1OC | -1% | 0.3% | 8% | -30% | -7%
Cc1cccc(C)c1Nc1c(-c2ccccn2)nc2ccccn12 | 2.2µM* | i | 6% | 30% | u
O=C(Nc1ccccc1C(=O)Nc1ccncc1)c1ccccc1 | 8% | 1.7% | 8% | 0% | -3%
CCOc1ccccc1OCC(=O)Oc1ccc(C)c(C)c1 | 7% | 1.1% | -10% | -14% | u
CCOc1ccc(-c2cc(C(=O)OC)nc3c2c(=O)n(C)c(=O)n3C)cc1 | 12% | 2.3% | -22% | -3% | -8%
COC(=O)[C@@H](Cc1c[nH]c2ccccc12)NC(=O)C1CCCN(S(=O)(=O)c2ccc(C)cc2)C1 (some centres undefined) | -4% | 3.5% | 6% | -13% | 12%
O=C(c1cc(C(=O)NCc2ccccc2)c(=O)n(Cc2ccccc2)c1)c1cc(Br)ccc1O | 13% | i | -8% | 5% | 2%
C[C@H](NC(=O)CCCn1nnc2ccccc2c1=O)C(=O)O | -8% | 0.1% | -4% | -2% | -15%

Continuation:
SMILES | M. tuberculosis HTS | VEEV TC-83 Vero | Salmonella PhoP GFP | influenza NS1A | M. tuberculosis | others
C(=N\Nc1nc(-c2ccccn2)nc2ccccc12)/c1ccccc1 | u | x | -5% | x | u
O=C(c1cccs1)N1CCN(CCCc2ccccc2)CC1 | -14% | 1.9% | -1% | 2% | 0% | VEEV TC-83 Vero 10K pilot screen=0.5
CC1=C(C(=O)OC(C)C)C(C2CC=CCC2)NC(=O)N1 (centres undefined) | -4% | i | 9% | 6% | -6%
CCN(C(=O)COC(=O)c1sccc1C)c1c(N)n(Cc2ccccc2)c(=O)[nH]c1=O | 2% | 0.9% | 2% | -4% | -6%
CCC(NC(C)C)C(O)c1ccc(O)c(O)c1 (centres undefined) | 14% | 0.8% | -4% | -4% | 2%
Cc1ccc2nc(C)c3c(c2c1)OC(C(C)(Cl)Br)C3 (centres undefined) | 11% | 2.1% | 10% | -2% | 16%
COc1cc(S(=O)(=O)N2CCCCC2)ccc1NC(=O)Cc1ccccc1 | -1% | 0.1% | 8% | -4% | -10%
Cn1c(Cn2nnc3ccccc32)nnc1SCC(=O)Nc1nccs1 | 4% | 1.0% | 0% | -3% | 0%
CSCc1ccc(C(=O)NCCSc2ccc(Br)cc2)cc1 | 10% | 2.7% | -4% | -6% | 25%
Cc1cc(OCCNCCO)cc(C)c1Cl | 1% | i | -1% | 3% | 7%
Cc1cccnc1NC(=O)c1ccc(Cl)c(S(=O)(=O)N2CCCCCC2)c1 | -7% | 1.6% | -3% | -5% | 17%
CCC(C)c1ccc(NC(=O)c2cccnc2)cc1 (centres undefined) | 69% | 1.0% | 9% | 1% | 15% | VEEV TC-83 Vero 10K pilot screen=1.5
CSc1ncc(-c2ccccc2)cn1 | -7% | 3.9% | 4% | 5% | -1%
CC(C(=O)N1CCCc2c1c(=O)oc1ccc(O)cc21)N1CCc2ccccc2C1 (centres undefined) | 5% | 3.0% | -4% | 0% | 39%
Cn1cccc1-c1cc(C(=O)N/N=C/c2ccc(Cl)cc2)[nH]n1 | -12% | 3.1% | -3% | 5% | 12%
O=C1CCOc2cc(OCc3ccccc3)ccc21 | -12% | i | -4% | -5% | 29%
O=C(N/N=C/c1ccsc1)c1c[nH]c2ccccc12 | 1% | 7.5% | 2% | -4% | 9%
CC(C)(C)C1CCC(C(=O)OCC(=O)Nc2ccc3[nH]c(=O)[nH]c3c2)CC1 (centres undefined) | 2% | 2.6% | -6% | -5% | 29%
COc1ccccc1NC(=O)Nc1ccc(Cl)c(S(=O)(=O)Nc2ccccc2OC)c1 | -1% | 2.0% | -6% | 1% | -3%
CCOC(=O)N1CCN(C(=O)C2CCCN(S(=O)(=O)c3ccc(C)cc3)C2)CC1 (centres undefined) | -5% | i | -10% | -10% | 1%
O=C(NCCSc1ncc(-c2ccccc2)[nH]1)c1ccco1 | -4% | 0.9% | 2% | -4% | 11%
COc1ccc(S(=O)(=O)N2CCN(C(=O)COc3ccc(C)c(C)c3)CC2)cc1OC | -2% | 7.7% | -6% | 18% | 8%
CC1=NN(c2ccccc2)C(=O)C1(C)[N+](=O)[O-] (centres undefined) | -5% | 0.7% | -1% | -3% | -11%
Cc1ccc(NC(=O)N2C(=O)C3(OCCO3)c3ccccc32)cc1 | -5% | 0.0% | 0% | -5% | 5%
NC(=O)c1cc([N+](=O)[O-])ccc1NCc1ccc(F)cc1 | -1% | 0.3% | -4% | 0% | -1% | VEEV TC-83 Vero 10K pilot screen=1.9

Reprinted at random: two records from the list, in no set order.
SMILES | M. tuberculosis HTS | VEEV TC-83 Vero | Salmonella PhoP GFP | influenza NS1A | M. tuberculosis | others
Cc1cc(OCCNCCO)cc(C)c1Cl | 1% | i | -1% | 3% | 7%
COc1cccc(CC(=O)Nc2ccccc2C(=O)N2CCOCC2)c1 | -11% | i | -5% | 5% | -5%

(next part)
SMILES | M. tuberculosis HTS | VEEV TC-83 Vero | Salmonella PhoP GFP | influenza NS1A | M. tuberculosis | others
COc1ccc(CNc2cccc3[nH]c(C(F)(F)F)nc23)cc1OC | 7% | 1.6% | -7% | -8% | 5%
Cc1ccc(C(=O)Nc2ccccc2C(=O)NC(Cc2ccccc2)C(=O)O)cc1 (centres undefined) | 1% | 1.7% | -1% | -69% | 3%
Cn1nc(CC(=O)NCc2ccc(C(F)(F)F)cc2)c2ccccc2c1=O | -1% | 2.9% | 3% | 0% | 29%
CCCCCCCCCC(=O)N[C@@H]1c2cc(OC)c(OC)cc2C[C@H]1O | x | 0.4% | x | -4% | x
Cc1nn(Cc2ccccc2Cl)c(Cl)c1C(=O)OCC(=O)NC(=O)NC1CCCCC1 | 4% | 1.7% | -2% | -7% | 35%
Cc1ccccc1NC(=O)COc1ccc2oc(=O)cc(C)c2c1 | -5% | 0.1% | -5% | -1% | -7%
N#CC/C(N)=N/Nc1nc2ccccc2nc1Cc1ccccc1 | -2% | 8.8% | -8% | -3% | -1%
COc1ccccc1CN1CCCC(C(=O)N2CCCCC2)C1 (centres undefined) | 3% | 2.8% | 3% | -1% | -14%
CCCO/N=C1/C(=O)N(c2ccccc2)c2ccccc21 | 10% | 4.8% | 9% | 9% | -1%
CCOC(=O)c1[nH]c(COC(=O)CCCOc2ccccc2)c(C(=O)OCC)c1C | 6% | x | -3% | x | 29%
O=C(C1=C[C@@H](c2ccc(Br)cc2)C[C@@H](OCCCCO)O1)N1CCN(Cc2ccc3c(c2)OCO3)CC1 | 57% | i | -7% | -14% | 15% | VEEV TC-83 Vero 10K pilot screen=3.3
CC(=O)NCCSc1ccc(S(=O)(=O)N2CCCC2)cn1 | -7% | 0.6% | x | -7% | -2%
NC(=O)NCCC1=CCCCC1 | 7% | 1.2% | 5% | 0% | x
O=C(c1ccc(Cn2c(=O)[nH]c3ccccc3c2=O)cc1)N1CCN(c2ccccn2)CC1 | -7% | 11% | 8% | 0% | 7%
Cc1[nH]c2ccccc2c(=O)c1CN1CCCCC1 | 0% | i | -5% | -15% | -2%
O=C1C2CCCN2C(c2ccccc2)N1c1ccc(F)cc1 (centres undefined) | -2% | i | -9% | -4% | 6%
Cc1cccc(NC(=S)NC(C)C(c2ccccc2)N2CCN(C)CC2)c1C (centres undefined) | 7% | 0.6% | -15% | 0% | 7%
O=C(O)COc1ccc(NC(=O)c2ccc3c(c2)C(=O)N(C2CCCCC2)C3=O)cc1 | -6% | 4.5% | 1% | 16% | 2%
COc1ccc(NC(=O)Cc2c[nH]c3ccccc23)cc1S(=O)(=O)N1CCOCC1 | -1% | 1.8% | -7% | 2% | 19%
CS(=O)(=O)N(CC(=O)N1CCN(Cc2ccccc2)CC1)c1ccc2c(c1)OCCO2 | -2% | 0.8% | 0% | 8% | 14%
Cc1ccc(S(=O)(=O)Nc2ccccc2C=Nc2cccc(C)c2C)cc1 | -6% | 0.5% | 8% | 25% | 44%
COc1cccc(N2C(=O)N(c3ccccc3Cl)C3CS(=O)(=O)CC32)c1 (centres undefined) | -6% | 1.0% | -9% | 21% | -2%
O=C(COc1ccccc1-c1ccccc1)N/N=C/c1cccnc1 | -1% | 5.3% | -1% | -10% | -4%
COc1ccccc1N1CN(S(=O)(=O)c2ccc(C)cc2)c2nc3ccccc3nc21 | 9% | 3.1% | x | -12% | 10%
CCOc1ccc(CCNC(=O)c2cnc(C)cn2)cc1OCC | 2% | 1.2% | -10% | -2% | -2%

Part of the list above in order of molecular weight, falling:
SMILES | M. tuberculosis HTS | VEEV TC-83 Vero | Salmonella PhoP GFP | influenza NS1A | M. tuberculosis | others
O=C(C1=C[C@@H](c2ccc(Br)cc2)C[C@@H](OCCCCO)O1)N1CCN(Cc2ccc3c(c2)OCO3)CC1 | 57% | i | -7% | -14% | 15% | VEEV TC-83 Vero 10K pilot screen=3.3
CN(Cc1c(C(=O)N/N=C/c2cccs2)nnn1-c1nonc1N)c1ccccc1 | -10% | 1.7% | -3% | -4% | 2%
Cn1c(Cn2nnc3ccccc32)nnc1SCC(=O)Nc1nccs1 | 4% | 1.0% | 0% | -3% | 0%
CCOc1ccccc1C(=O)NCC(=O)OCCOc1cccc(Cl)c1 | 7% | 3.3% | 5% | -1% | 71%
COc1ccc(CNc2cccc3[nH]c(C(F)(F)F)nc23)cc1OC | 7% | 1.6% | -7% | -8% | 5%
Cc1ccc2nc(C)c3c(c2c1)OC(C(C)(Cl)Br)C3 (centres undefined) | 11% | 2.1% | 10% | -2% | 16%
O=C(COc1ccccc1-c1ccccc1)N/N=C/c1cccnc1 | -1% | 5.3% | -1% | -10% | -4%
Cc1ccccc1NC(=O)COc1ccc2oc(=O)cc(C)c2c1 | -5% | 0.1% | -5% | -1% | -7%
N#CC/C(N)=N/Nc1nc2ccccc2nc1Cc1ccccc1 | -2% | 8.8% | -8% | -3% | -1%
O=C(NCCSc1ncc(-c2ccccc2)[nH]1)c1ccco1 | -4% | 0.9% | 2% | -4% | 11%
CCOc1ccccc1OCC(=O)Oc1ccc(C)c(C)c1 | 7% | 1.1% | -10% | -14% | u
CCCO/N=C1/C(=O)N(c2ccccc2)c2ccccc21 | 10% | 4.8% | 9% | 9% | -1%
O=C1CCOc2cc(OCc3ccccc3)ccc21 | -12% | i | -4% | -5% | 29%
CSc1ncc(-c2ccccc2)cn1 | -7% | 3.9% | 4% | 5% | -1%
